D2 agonist: agonists of human D2 dopamine receptor; HEK293 T-REx D2 cells, calcium flux agonist mode; activation, % at 2 µM; P14416; 0.53% of 340,000 active;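 active = activation over 3 SD above normal in the single-dose calcium agonist read, cut at about 30% in these data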; note: 0% is about no effect
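Calcium-flux readout, 1 cycle/sec over 180 s following compound pin transfer, in inducible HEK293 Trex D2 cells (force-coupled); dopamine controls included. Positive calcium responses during this window marked compounds as potential agonists.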
D1 agonist: activates the human D1 dopamine receptor; P21728; HEK293 T-REx D1 cells, calcium flux, agonist mode; activation, % at 2 µM; 1% of 360,000 active; note: 0% is about no effect
Target sequence (P21728 whole entry, looked up): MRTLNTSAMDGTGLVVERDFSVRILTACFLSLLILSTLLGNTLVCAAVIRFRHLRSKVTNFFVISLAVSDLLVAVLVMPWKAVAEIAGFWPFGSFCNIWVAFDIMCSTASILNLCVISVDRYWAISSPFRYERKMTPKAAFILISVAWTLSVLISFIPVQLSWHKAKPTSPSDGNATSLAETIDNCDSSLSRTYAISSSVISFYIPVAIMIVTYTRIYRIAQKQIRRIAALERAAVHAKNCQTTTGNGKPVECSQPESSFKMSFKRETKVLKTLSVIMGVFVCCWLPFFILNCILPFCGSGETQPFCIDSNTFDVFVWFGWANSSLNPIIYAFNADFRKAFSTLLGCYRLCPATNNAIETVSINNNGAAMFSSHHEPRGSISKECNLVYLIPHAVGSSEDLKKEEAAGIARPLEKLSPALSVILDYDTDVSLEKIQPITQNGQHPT
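Tetracycline-induced HEK293 TREx D1 cells, force-coupled to calcium signalling, were dye-loaded with a no-wash calcium kit. Compound was pin-added after a 10 s baseline. Fluorescence was read kinetically at 1 cycle/s for 180 s, with calcium rises flagged as agonism.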
D1 antagonist: blocks dopamine activation of the human D1 receptor; HEK293 TREx D1 cells, calcium flux, dopamine EC80; stronger effect = lower value; AID 504652; 3.2% of 360,000 active; P21728; activity change, negative = inhibition, % at 10 µM; in the data active = activity change below about -30%; note: % is set by controls: 0 for no effect and ±100 for the full control effect
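Compound effects on dopamine-evoked calcium signalling were measured in tetracycline-induced HEK293 Trex D1 cells. Dopamine at EC80 followed a 180 s compound pre-read, and fluorescence was tracked kinetically for 180 s more.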
TRHR PAM: allosteric enhancers of human TRH receptor. TRHR cells, fluo-8 calcium fluorescence, EC20 TRH enhancement. enhancement, % at 2 µM. 0.66% of 360,000 active. AID 493056; in the data active = enhancement above about 30%; note: 0% is about no effect
Target sequence (P34981 whole entry, looked up): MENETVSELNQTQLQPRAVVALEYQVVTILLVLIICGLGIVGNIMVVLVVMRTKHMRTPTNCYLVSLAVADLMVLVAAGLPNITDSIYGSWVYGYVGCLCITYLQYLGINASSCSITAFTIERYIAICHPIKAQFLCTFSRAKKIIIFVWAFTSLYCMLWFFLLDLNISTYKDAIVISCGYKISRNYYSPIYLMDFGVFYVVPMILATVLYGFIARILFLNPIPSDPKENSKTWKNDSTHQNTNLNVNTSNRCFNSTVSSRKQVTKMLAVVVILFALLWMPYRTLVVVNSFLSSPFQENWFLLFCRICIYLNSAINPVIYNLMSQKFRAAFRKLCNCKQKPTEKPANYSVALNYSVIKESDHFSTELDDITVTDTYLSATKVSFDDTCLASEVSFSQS
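TRHR-expressing cells loaded with fluo-8 calcium dye were read kinetically (ex 480/em 530) during compound addition, then stimulated with an EC20 of TRH (10 nM final). Enhancement of the Gq-mediated intracellular calcium response was scored.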
D2 PAM: positively modulates the human D2 dopamine receptor allosterically | HEK293 T-REx D2, calcium flux, EC20 dopamine potentiation | potentiation, % at 10 µM | 0.34% of 340,000 active;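 active = potentiation over 3 SD above the plate norm, cut at about 30% in these data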; note: 0% is about no effect
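Using a no-wash calcium dye in inducible, force-coupled HEK293 Trex cells expressing D2, we tracked fluorescence each second for 180 s after compound, then for 180 s after EC20 dopamine to detect augmented signalling.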
TRHR ag: TRH receptor (human) agonism; P34981; TRHR cells, calcium flux fluo-8, FDSS agonist mode; activation, % at 2 µM; 0.18% of 360,000 active; AID 493084; note: 0% is about no effect
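Fluo-8-loaded TRHR cells; 10 s baseline, compound added, kinetic Ca2+ fluorescence read 1/s, agonist mode.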
RXFP1 antagonist: antagonists of human relaxin receptor RXFP1; 0.59% of 350,000 active; HEK293-RXFP1, relaxin-stimulated cAMP HTRF, 30 min; stronger effect = lower value; activity change, negative = inhibition, % at 57.5 µM; Q9HBX9;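 active = activity change of -60% or lower, but not beyond a set lower limit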; note: % is set by controls: 0 for no effect and ±100 for the full control effect
D1 PAM: enhances dopamine response at the human D1 receptor; AID 504651; HEK293 TREx D1 cells, calcium flux, dopamine EC20 potentiation; potentiation, % at 10 µM; 0.036% of 360,000 active; P21728; in the data active = potentiation above about 30%; note: 0% is about no effect
D2 antagonist: antagonists of human D2 dopamine receptor; 2% of 340,000 active; HEK293 TREx D2 cells, calcium flux, dopamine EC80; inhibition, % at 10 µM; P14416; in the data active = inhibition above about 30%; note: 0% is about no effect
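Overnight-induced (tetracycline, 30 C) HEK293 T-REx cells carrying force-coupled D2 receive a no-wash calcium dye, then compound, then EC80 dopamine at 180 s; signals are read kinetically throughout.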
An asterisk follows results filed as active. Cut-off read from the data, not from the text of the source, unless noted: active = activation above about 30%; inactive = the rest.

What do the screens show for `CCOC(=O)N1CCC(N2CCCC(C(=O)c3cccc(OC(C)C)c3)C2)CC1` (stereo unspecified)?
D2 agonist: -1.7; D1 agonist: 9; D1 antagonist: -2; TRHR PAM: 4; D2 PAM: 12; TRHR ag: -0.8; RXFP1 antagonist: -10; D1 PAM: 1; D2 antagonist: 18

How did [O-]c1c[n+](-c2ccccc2)no1 do in these assays?
D2 agonist: -0.1; D1 agonist: 2; D1 antagonist: 4; TRHR PAM: 0; D2 PAM: -21; TRHR ag: 0.4; RXFP1 antagonist: -1; D1 PAM: -1; D2 antagonist: -6

Results for Clc1ccc(-c2nnc3cccc(Cl)n23)c(Cl)c1 ?
D2 agonist: -1.7; D1 agonist: 1; D1 antagonist: -13; TRHR PAM: -1; D2 PAM: 11; TRHR ag: -0.2; RXFP1 antagonist: -5; D1 PAM: -12; D2 antagonist: 6

Results for CCOc1cc(C(=O)NC(C)CCc2ccccc2)cc(OCC)c1OCC (stereo unspecified) ?
D2 agonist: 0.4; D1 agonist: 8; D1 antagonist: 0; TRHR PAM: -3; D2 PAM: 1; TRHR ag: -1.0; RXFP1 antagonist: -3; D1 PAM: 0; D2 antagonist: 2

How did CCOC(=O)c1c(NC(=O)C2C3CCC(O3)C2C(=O)O)sc(C)c1-c1ccc(C)cc1 (stereo unspecified) do in these assays?
D2 agonist: -0.2; D1 agonist: 1; D1 antagonist: -9; TRHR PAM: 5; D2 PAM: 4; TRHR ag: 0.0; RXFP1 antagonist: -7; D1 PAM: -3; D2 antagonist: -13

How did CCN(CC)CCN1C(=O)C(=O)/C(=C(/O)c2ccc(OC)cc2)C1c1ccco1 (stereo unspecified) do in these assays?
D2 agonist: 1.0; D1 agonist: 2; D1 antagonist: -34*; TRHR PAM: -5; D2 PAM: 0; TRHR ag: 0.4; RXFP1 antagonist: 9; D1 PAM: 0; D2 antagonist: -9

How did Cc1[nH]n(-c2ccc(Cl)cc2)c(=O)c1N=Nc1cccnc1 do in these assays?
D2 agonist: 1.3; D1 agonist: 3; D1 antagonist: -5; TRHR PAM: 7; D2 PAM: -6; TRHR ag: -0.4; RXFP1 antagonist: 4; D1 PAM: 0; D2 antagonist: -15

Results for COc1ccc(NS(=O)(=O)c2cccc(C(=O)OCC(=O)Nc3cc(C)on3)c2)cc1 ?
D2 agonist: 0.2; D1 agonist: 9; D1 antagonist: -15; TRHR PAM: 8; D2 PAM: 17; TRHR ag: 0.1; RXFP1 antagonist: 4; D1 PAM: -2; D2 antagonist: -3

Results for CCCCC(c1nnnn1CCOC)N1CCN(CC)CC1 (stereo unspecified) ?
D1 agonist: 0; D1 antagonist: -4; TRHR PAM: -1; TRHR ag: -0.2; RXFP1 antagonist: 8; D1 PAM: -3

Results for COc1ccccc1C(=O)NC(CCSC)C(=O)NC1CCCCCC1 (stereo unspecified) ?
D2 agonist: 0.0; D1 agonist: 2; D1 antagonist: -16; TRHR PAM: -1; D2 PAM: 3; TRHR ag: -3.0; RXFP1 antagonist: -1; D1 PAM: -2; D2 antagonist: -6

Results for COC(=O)c1cccc(-n2nnnc2SCC(=O)Nc2cc(C)on2)c1 ?
D2 agonist: 1.4; D1 agonist: 0; D1 antagonist: -13; TRHR PAM: 11; D2 PAM: 8; TRHR ag: -1.7; RXFP1 antagonist: -5; D1 PAM: -1; D2 antagonist: -3

What do the screens show for `Cc1ccc(Nc2nc(-c3ccc(S(=O)(=O)N4CCCC4)cc3)cs2)cc1C`?
D2 agonist: -0.9; D1 agonist: 1; D1 antagonist: 2; TRHR PAM: 4; D2 PAM: -5; TRHR ag: -0.2; RXFP1 antagonist: -9; D1 PAM: -8; D2 antagonist: -8

How did COC(=O)c1cc(NC(=O)CN2C(=O)C(=O)N(C3CCCC3)C2=O)cc(C(=O)OC)c1 do in these assays?
D2 agonist: 0.3; D1 agonist: 1; D1 antagonist: 6; TRHR PAM: 2; D2 PAM: 16; TRHR ag: -0.3; RXFP1 antagonist: -14; D1 PAM: 0; D2 antagonist: 21

Results for CC1(C)NC(=O)N(CCCOc2ccccc2Br)C1=O ?
D2 agonist: 0.7; D1 agonist: 0; D1 antagonist: 6; TRHR PAM: 2; D2 PAM: 19; TRHR ag: -0.4; RXFP1 antagonist: 12; D1 PAM: -7; D2 antagonist: -8

How did O=C(CC1C(=O)NCCN1C(=O)Nc1ccc(F)cc1)Nc1cc(Cl)ccc1Cl (stereo unspecified) do in these assays?
D2 agonist: 0.9; D1 agonist: 2; D1 antagonist: -9; TRHR PAM: -6; D2 PAM: -8; TRHR ag: 0.3; RXFP1 antagonist: 3; D1 PAM: -6; D2 antagonist: 14

Results for CCc1ccc(NC(=O)CC2C(=O)N(c3cccc(C)c3)C(=O)N2Cc2cccc(OC)c2)cc1 (stereo unspecified) ?
D2 agonist: 0.3; D1 agonist: 3; D1 antagonist: -1; TRHR PAM: 3; D2 PAM: -3; TRHR ag: 0.3; RXFP1 antagonist: -3; D1 PAM: -1

What do the screens show for `COc1ccc(CCN2CC(C(=O)OCC(=O)Nc3c(C)nn(-c4ccccc4)c3C)CC2=O)cc1OC` (stereo unspecified)?
D2 agonist: -0.2; D1 agonist: 1; D1 antagonist: -7; TRHR PAM: -3; D2 PAM: -13; TRHR ag: -0.1; RXFP1 antagonist: 14; D1 PAM: -5; D2 antagonist: -1

What do the screens show for `CNC(=O)Nc1ccc2snnc2c1`?
D2 agonist: -0.5; D1 agonist: 8; D1 antagonist: 0; TRHR PAM: 16; D2 PAM: 5; TRHR ag: -0.7; D2 antagonist: -7

Results for CSc1cccc(NS(=O)(=O)c2ccc3[nH]cc(C(=O)N4CCCCCC4)c(=O)c3c2)c1 ?
D2 agonist: 0.5; D1 agonist: -1; D1 antagonist: 13; TRHR PAM: 3; D2 PAM: 3; TRHR ag: 0.4; RXFP1 antagonist: 7; D1 PAM: -1

Results for COCCNc1nnc(SCC(=O)NC(=O)c2ccc(Cl)cc2)s1 ?
D2 agonist: -0.9; D1 agonist: 1; D1 antagonist: -8; TRHR PAM: 3; D2 PAM: -3; TRHR ag: 1.0; RXFP1 antagonist: 9; D1 PAM: -3; D2 antagonist: 14

Five records drawn at random from the list so far:
Results for CSc1cccc(NS(=O)(=O)c2ccc3[nH]cc(C(=O)N4CCCCCC4)c(=O)c3c2)c1 ?
D2 agonist: 0.5; D1 agonist: -1; D1 antagonist: 13; TRHR PAM: 3; D2 PAM: 3; TRHR ag: 0.4; RXFP1 antagonist: 7; D1 PAM: -1

What do the screens show for `CCOC(=O)N1CCC(N2CCCC(C(=O)c3cccc(OC(C)C)c3)C2)CC1` (stereo unspecified)?
D2 agonist: -1.7; D1 agonist: 9; D1 antagonist: -2; TRHR PAM: 4; D2 PAM: 12; TRHR ag: -0.8; RXFP1 antagonist: -10; D1 PAM: 1; D2 antagonist: 18

Results for Clc1ccc(-c2nnc3cccc(Cl)n23)c(Cl)c1 ?
D2 agonist: -1.7; D1 agonist: 1; D1 antagonist: -13; TRHR PAM: -1; D2 PAM: 11; TRHR ag: -0.2; RXFP1 antagonist: -5; D1 PAM: -12; D2 antagonist: 6

Results for COc1ccccc1C(=O)NC(CCSC)C(=O)NC1CCCCCC1 (stereo unspecified) ?
D2 agonist: 0.0; D1 agonist: 2; D1 antagonist: -16; TRHR PAM: -1; D2 PAM: 3; TRHR ag: -3.0; RXFP1 antagonist: -1; D1 PAM: -2; D2 antagonist: -6

How did COC(=O)c1cc(NC(=O)CN2C(=O)C(=O)N(C3CCCC3)C2=O)cc(C(=O)OC)c1 do in these assays?
D2 agonist: 0.3; D1 agonist: 1; D1 antagonist: 6; TRHR PAM: 2; D2 PAM: 16; TRHR ag: -0.3; RXFP1 antagonist: -14; D1 PAM: 0; D2 antagonist: 21

Returning to the listing, repeating the 2 entries before the break.
Results for CSc1cccc(NS(=O)(=O)c2ccc3[nH]cc(C(=O)N4CCCCCC4)c(=O)c3c2)c1 ?
D2 agonist: 0.5; D1 agonist: -1; D1 antagonist: 13; TRHR PAM: 3; D2 PAM: 3; TRHR ag: 0.4; RXFP1 antagonist: 7; D1 PAM: -1

Results for COCCNc1nnc(SCC(=O)NC(=O)c2ccc(Cl)cc2)s1 ?
D2 agonist: -0.9; D1 agonist: 1; D1 antagonist: -8; TRHR PAM: 3; D2 PAM: -3; TRHR ag: 1.0; RXFP1 antagonist: 9; D1 PAM: -3; D2 antagonist: 14

Results for COc1ccc(-c2c(C)nn3c(N4CCC5(CC4)OCCO5)cc(C)nc23)cc1OC ?
D2 agonist: -0.2; D1 agonist: 1; D1 antagonist: 2; TRHR PAM: 1; D2 PAM: -7; TRHR ag: 0.0; RXFP1 antagonist: -6; D1 PAM: 3; D2 antagonist: -19

Results for O=C(C1=C(O)C(=O)N(c2nc3ccc(Cl)cc3s2)C1c1ccco1)c1ccco1 (stereo unspecified) ?
D2 agonist: -1.0; D1 agonist: 1; D1 antagonist: -5; TRHR PAM: 11; D2 PAM: 19; TRHR ag: 0.2; RXFP1 antagonist: -27; D1 PAM: 1; D2 antagonist: 8

How did CC(C)N(C(=O)CSc1nc2ccccc2n1Cc1ccccc1)C(C)C do in these assays?
D2 agonist: -1.0; D1 agonist: 0; D1 antagonist: 8; TRHR PAM: 3; D2 PAM: 36*; TRHR ag: 2.3; RXFP1 antagonist: -7; D1 PAM: -7; D2 antagonist: -25

How did COc1cc(Cl)c(C)cc1NC(=O)CCNC(=O)c1ccco1 do in these assays?
D2 agonist: -2.2; D1 agonist: 2; D1 antagonist: -7; TRHR PAM: -6; D2 PAM: 12; TRHR ag: 0.8; RXFP1 antagonist: -10; D1 PAM: 0; D2 antagonist: -3

What do the screens show for `CN(C)CCNc1ncnc2sc(-c3ccccc3)cc12`?
D2 agonist: -1.9; D1 agonist: 1; D1 antagonist: 1; TRHR PAM: 3; D2 PAM: -17; TRHR ag: -1.6; RXFP1 antagonist: -17; D1 PAM: -1; D2 antagonist: 23

How did Cc1cc(C(=O)Nc2nc3c(s2)CCCC3)cs1 do in these assays?
D2 agonist: -0.3; D1 agonist: 3; D1 antagonist: 0; TRHR PAM: -2; D2 PAM: -21; TRHR ag: -1.2; RXFP1 antagonist: -3; D1 PAM: 2; D2 antagonist: -10

How did O=S(=O)(Nc1ccccc1O)c1cccc2cccnc12 do in these assays?
D2 agonist: 1.4; D1 agonist: 13; D1 antagonist: -35*; TRHR PAM: 0; D2 PAM: 16; TRHR ag: 0.9; RXFP1 antagonist: -24; D1 PAM: -12; D2 antagonist: -3

What do the screens show for `CCc1ccc(Nc2cc(C(=O)NCCCN3CCOCC3)c3ccccc3n2)cc1`?
D2 agonist: -0.6; D1 agonist: 51*; D1 antagonist: -26; TRHR PAM: 11; D2 PAM: 14; TRHR ag: -0.5; D1 PAM: -6; D2 antagonist: 18

Results for CCc1ccc(OCC(=O)N(Cc2ccco2)Cc2ccco2)cc1 ?
D2 agonist: 0.5; D1 agonist: 3; D1 antagonist: -18; TRHR PAM: -5; D2 PAM: 4; TRHR ag: 1.2; RXFP1 antagonist: -40; D1 PAM: 0

How did CC(=O)Nc1nonc1-c1nnc(SCC(=O)Nc2ccc(C)cc2)n1-c1ccccc1 do in these assays?
D2 agonist: -0.8; D1 agonist: 0; D1 antagonist: -23; TRHR PAM: 1; D2 PAM: -9; TRHR ag: -0.8; RXFP1 antagonist: 2; D1 PAM: 0
